Screening data: PubChem, several laboratories
NTR1 agonist: agonists of NTR1, primary screen, imaging, U2OS cells, beta-arrestin-GFP, high content (AID 493036); P30989; NTR1-U2OS beta-arrestin-GFP spot imaging, agonist mode; activation, % at 20 µM; 330,000 compounds, 0.17% hits;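 active means activation at or above 40% of the spot to cytoplasm intensity ratio, with at least 20 cells analyzed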;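 further: 0% = DMSO without peptide and 100% = 100 nM NTR1 peptide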
Target sequence (P30989 whole entry, looked up): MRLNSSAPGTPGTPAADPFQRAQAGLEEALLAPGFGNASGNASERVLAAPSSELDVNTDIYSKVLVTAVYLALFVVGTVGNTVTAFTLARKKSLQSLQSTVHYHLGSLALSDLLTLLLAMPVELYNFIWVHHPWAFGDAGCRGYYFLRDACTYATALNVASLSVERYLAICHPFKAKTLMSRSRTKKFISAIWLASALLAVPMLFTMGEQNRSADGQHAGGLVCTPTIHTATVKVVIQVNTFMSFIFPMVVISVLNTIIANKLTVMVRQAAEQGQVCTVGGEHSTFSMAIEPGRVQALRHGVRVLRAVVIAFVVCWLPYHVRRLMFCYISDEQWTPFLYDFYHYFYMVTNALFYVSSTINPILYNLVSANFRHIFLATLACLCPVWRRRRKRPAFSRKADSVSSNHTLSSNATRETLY
Myeloid diff 2: compounds promoting myeloid differentiation; ER-HoxA9 myeloid progenitors, lysozyme-GFP differentiation, flow cytometry; calls only at 10 µM; 360,000 compounds, 1% hits; AID 624256;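 active means normalized GFP-positive differentiation at or above the plate's own cutoff, the solvent-only control mean plus 3 SD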;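 further: cells exposed to compound for four days before flow analysis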
GPR55 beta-arrestin: GPR55 agonists via beta-arrestin recruitment, primary screen, imaging, U2OS cells, beta-arrestin-GFP redistribution (AID 1961); 290,000 compounds, 0.048% hits; U2OS GPR55 beta-arrestin-GFP redistribution imaging; higher % means a stronger effect; one-dose activation, % at 10 µM; EC50 in µM for titrated hits;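 active means activation above 40% with more than 50 cells counted in the well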;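 further: U2OS osteosarcoma cells stably expressing GPR55 and beta-arrestin-GFP; plate controls were DMSO negative control for no effect and LPI positive control for full effect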
NOD1 inhibition: NOD1 signaling inhibitors, primary screen, cell-based, luminescence, uHTS (AID 1578). inhibition, % at 4 µM; hits with a dose series show EC50 in µM. 290,000 compounds, 1% hits. NOD1-driven NF-kB luciferase reporter cells, luminescence; higher % means a stronger effect; in the data active means inhibition mostly above about 36%, no sharp cut-off; inactive means mostly below about 34%;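 further: HEK-293T reporter cells stimulated with the NOD1 agonist gamma-tri-DAP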
KOR beta-arrestin-1: KOR agonists, beta-arrestin recruitment, primary screen, cell-based, luminescence, uHTS (AID 1777) | KOR beta-arrestin recruitment, luminescence; higher % means a stronger effect | activation, % at 10 µM, or EC50 in µM where a hit was titrated | 280,000 compounds, 0.02% hits; in the data active means activation above about 50%, passing the limit was not always enough; further: a part of the inactive calls stands beside numbers as strong as those of hits
HEK293 NOD2/NF-kB: NOD2 signaling inhibitors, cell-based, luminescence, uHTS, HEK293 (AID 1566). HEK293 NOD2/NF-kB luciferase reporter, luminescence; higher % means a stronger effect. inhibition, % at 4 µM, or EC50 in µM where a hit was titrated. 290,000 compounds, 0.63% hits; further: many of its hits are not listed in these tables
KOR beta-arrestin-2: KOR antagonists, beta-arrestin recruitment, cell-based, luminescence, uHTS (AID 1778). KOR beta-arrestin recruitment, luminescence, antagonist mode; higher % means a stronger effect. inhibition, % at 10 µM; hits with a dose series show IC50 in µM. 290,000 compounds, 0.091% hits; further: strong numbers were not always called active
T cell HTS: modulates CD8 T cell binding to vesicles. 2C CD8+ T cell-vesicle binding, flow cytometry; hits give low values. calls only at 7 µM. 330,000 compounds, 0.068% hits. AID 2052;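 active means response, share of CD8 T cells binding vesicles, and their 90th percentile fluorescence all below set limits, cut at about 80% in these data, passing the limit was not always enough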
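Incubation: binding step 1.5 h, 37 °C, antibody labelling 20 min, ice; system: murine 2C transgenic CD8+ T lymphocytes; technique: cytometric PE anti-B7-1 and Alexa647 anti-CD8 signals after 1% paraformaldehyde fixation; also added: QL9-charged Drosophila Ld/ICAM-1/B7-1 vesicles; control set: naked versus QL9-loaded vesicles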
GPR55 LPI antagonism: GPR55 antagonists blocking LPI-driven arrestin recruitment, primary screen, imaging, U2OS, beta-arrestin-GFP, LPI agonist (AID 2013). U2OS GPR55 beta-arrestin-GFP translocation imaging, LPI antagonism; higher % means a stronger effect. inhibition, % at 10 µM, or IC50 in µM where a hit was titrated. 290,000 compounds, 0.13% hits;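 active means spots per cell inhibited over 60%, with over 100 cells counted and total cytoplasm intensity under 500,000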;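 further: U2OS cells stably carrying GPR55 and arrestin-GFP stimulated by 5 µM LPI near EC80; imaged beta-arrestin-GFP aggregate spots per cell after agonist stimulation; plate controls were LPI-stimulated DMSO wells for no effect and DMSO wells without LPI for full effect; some results filed as inactive read as strong as hits; confirmed hits need IC50 under 10 µM and bright autofluorescent wells are also inconclusive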
T cell HTS vesicle-bound %: recorded beside T cell HTS, whose call it bears; double positive events, %; measured here: CD8+ vesicle-bound cell fraction;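 binding gate set so that unloaded-vesicle control wells show 10% double positive cells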
NTR1 agonist cell count 20 µM: second read-out of NTR1 agonist, no call of its own (marks repeat the call); cell count; measured here: cell count, cytotoxicity flag
Myeloid diff 2 GFP+ MAC1+ %: also measured in Myeloid diff 2; calls as there; GFP+ MAC1+ double positive, %; measured here: differentiation confirmed by MAC1 staining
* = called active by the depositor. Unless noted, no stated cut-off is given here; in the data, active means inhibition above about 50%; inactive means the rest. The list is partial; rates above refer to the full screens.

Results for O=C(Nc1ccc2c(c1)OCCO2)c1cccc2nc3ccccc3nc12 ?
NTR1 agonist: 14; Myeloid diff 2: inactive; GPR55 beta-arrestin: -0.1%; NOD1 inhibition: 45%; KOR beta-arrestin-1: 6.8%; HEK293 NOD2/NF-kB: -23%; KOR beta-arrestin-2: -114%; T cell HTS: inactive; GPR55 LPI antagonism: -14%; T cell HTS vesicle-bound %: 43; NTR1 agonist cell count 20 µM: 103; Myeloid diff 2 GFP+ MAC1+ %: 0.6

Results for COc1cc(/C=C2\C(=O)NN(c3ccccc3)C2=O)ccc1OCC(N)=O ?
NTR1 agonist: 1.8; GPR55 beta-arrestin: 0.5%; NOD1 inhibition: -31%; KOR beta-arrestin-1: -0.3%; HEK293 NOD2/NF-kB: -12%; KOR beta-arrestin-2: 21%; T cell HTS: inactive; GPR55 LPI antagonism: 1%; T cell HTS vesicle-bound %: 58; NTR1 agonist cell count 20 µM: 63

How did O=C(COC(=O)CCc1nc2ccccc2c(=O)[nH]1)Nc1ccc(Cl)cn1 do in these assays?
NTR1 agonist: -2.0; Myeloid diff 2: inactive; GPR55 beta-arrestin: -0.2%; NOD1 inhibition: 0%; HEK293 NOD2/NF-kB: -2%; KOR beta-arrestin-2: 46%; T cell HTS: inactive; GPR55 LPI antagonism: 4%; T cell HTS vesicle-bound %: 20; NTR1 agonist cell count 20 µM: 62; Myeloid diff 2 GFP+ MAC1+ %: 0.8

What do the screens show for `Cc1ccc(S(=O)(=O)N2CCCC(NC(=O)N3CCN(c4ccccc4)CC3)C2)cc1` (stereo unspecified)?
NTR1 agonist: 0.0; Myeloid diff 2: inactive; GPR55 beta-arrestin: -0.1%; NOD1 inhibition: 2%; KOR beta-arrestin-1: -3.4%; HEK293 NOD2/NF-kB: 12%; KOR beta-arrestin-2: 37%; T cell HTS: inactive; GPR55 LPI antagonism: -10%; T cell HTS vesicle-bound %: 37; NTR1 agonist cell count 20 µM: 78; Myeloid diff 2 GFP+ MAC1+ %: 1.9

Results for COc1ccccc1N1CCN(C(=O)c2cc3cc(Cl)ccc3[nH]2)CC1 ?
NTR1 agonist: 4.3; Myeloid diff 2: inactive; GPR55 beta-arrestin: -0.1%; NOD1 inhibition: -4%; KOR beta-arrestin-1: 1.6%; HEK293 NOD2/NF-kB: -15%; KOR beta-arrestin-2: -19%; T cell HTS: inactive; GPR55 LPI antagonism: 17%; T cell HTS vesicle-bound %: 37; NTR1 agonist cell count 20 µM: 57; Myeloid diff 2 GFP+ MAC1+ %: 0.5

Results for O=C(c1ccccc1)N1CCCOC1c1ccccc1 (stereo unspecified) ?
NTR1 agonist: -0.6; Myeloid diff 2: inactive; GPR55 beta-arrestin: -0.3%; NOD1 inhibition: -4%; KOR beta-arrestin-1: -9.7%; HEK293 NOD2/NF-kB: 0%; KOR beta-arrestin-2: 3%; T cell HTS: inactive; GPR55 LPI antagonism: -11%; T cell HTS vesicle-bound %: 47; NTR1 agonist cell count 20 µM: 97; Myeloid diff 2 GFP+ MAC1+ %: 0.8

Results for COC(=O)CNC(c1ccccc1Cl)c1cc(Br)ccc1NS(=O)(=O)c1ccc(C)cc1 (stereo unspecified) ?
NTR1 agonist: 5.6; Myeloid diff 2: inactive; GPR55 beta-arrestin: 0.3%; NOD1 inhibition: 7%; KOR beta-arrestin-1: 3.9%; HEK293 NOD2/NF-kB: 9%; KOR beta-arrestin-2: 0%; T cell HTS: inactive; GPR55 LPI antagonism: 15%; T cell HTS vesicle-bound %: 41; NTR1 agonist cell count 20 µM: 70; Myeloid diff 2 GFP+ MAC1+ %: 0.2

How did Cc1noc(C)c1S(=O)(=O)Nc1ccc(C(=O)N2CCN(c3cccc(Cl)c3)CC2)cc1 do in these assays?
NTR1 agonist: 0.9; Myeloid diff 2: inactive; GPR55 beta-arrestin: -0.2%; NOD1 inhibition: -15%; KOR beta-arrestin-1: 1.1%; HEK293 NOD2/NF-kB: -17%; KOR beta-arrestin-2: -10%; T cell HTS: inactive; GPR55 LPI antagonism: 9%; T cell HTS vesicle-bound %: 4; NTR1 agonist cell count 20 µM: 52; Myeloid diff 2 GFP+ MAC1+ %: 4.9

What do the screens show for `Cc1sc2ncnc(-n3nnc4ccccc43)c2c1C`?
NTR1 agonist: -2.4; Myeloid diff 2: inactive; GPR55 beta-arrestin: 0.0%; NOD1 inhibition: -35%; KOR beta-arrestin-1: 2.8%; HEK293 NOD2/NF-kB: -4%; KOR beta-arrestin-2: 9%; T cell HTS: inactive; GPR55 LPI antagonism: 6%; T cell HTS vesicle-bound %: 55; NTR1 agonist cell count 20 µM: 82; Myeloid diff 2 GFP+ MAC1+ %: 0.1

What do the screens show for `CN1CN(C)c2ccc([N+](=O)[O-])c3cccc1c23`?
NTR1 agonist: -0.3; Myeloid diff 2: inactive; GPR55 beta-arrestin: 0.0%; NOD1 inhibition: -6%; KOR beta-arrestin-1: -1.5%; HEK293 NOD2/NF-kB: -13%; KOR beta-arrestin-2: 47%; T cell HTS: inactive; GPR55 LPI antagonism: 0%; T cell HTS vesicle-bound %: 21; NTR1 agonist cell count 20 µM: 56; Myeloid diff 2 GFP+ MAC1+ %: 0.5

Results for COc1cc(C(=O)N(CCc2ccccc2)C2CC3CCC(C2)N3C)cc(OC)c1OC (stereo unspecified) ?
NTR1 agonist: -0.3; Myeloid diff 2: inactive; GPR55 beta-arrestin: -0.1%; NOD1 inhibition: -17%; HEK293 NOD2/NF-kB: 6%; KOR beta-arrestin-2: 14%; T cell HTS: inactive; GPR55 LPI antagonism: 18%; T cell HTS vesicle-bound %: 39; NTR1 agonist cell count 20 µM: 59; Myeloid diff 2 GFP+ MAC1+ %: 0.4

Results for Cc1cc(C)nc(/N=C(/NC(=O)Nc2ccc(Cl)c(Cl)c2)Nc2cccc(Cl)c2)n1 ?
NTR1 agonist: 1.3; Myeloid diff 2: inactive; GPR55 beta-arrestin: 0.2%; NOD1 inhibition: -20%; KOR beta-arrestin-1: -1.0%; HEK293 NOD2/NF-kB: 8%; KOR beta-arrestin-2: 15%; T cell HTS: inactive; GPR55 LPI antagonism: 15%; T cell HTS vesicle-bound %: 13; NTR1 agonist cell count 20 µM: 64; Myeloid diff 2 GFP+ MAC1+ %: 0.3

How did COC(=O)c1ccc(OC(=O)c2ccco2)cc1 do in these assays?
NTR1 agonist: -0.8; Myeloid diff 2: inactive; GPR55 beta-arrestin: 0.2%; NOD1 inhibition: 2%; KOR beta-arrestin-1: 0.3%; HEK293 NOD2/NF-kB: -10%; KOR beta-arrestin-2: -17%; T cell HTS: inactive; GPR55 LPI antagonism: -1%; T cell HTS vesicle-bound %: 46; NTR1 agonist cell count 20 µM: 72; Myeloid diff 2 GFP+ MAC1+ %: 0.2

Results for O=C(/C=C/c1ccccc1Cl)Nc1cccc(S(=O)(=O)NC2=NCCCCC2)c1 ?
NTR1 agonist: 4.4; Myeloid diff 2: inactive; GPR55 beta-arrestin: -0.3%; NOD1 inhibition: -7%; KOR beta-arrestin-1: -1.3%; HEK293 NOD2/NF-kB: -44%; KOR beta-arrestin-2: -10%; T cell HTS: inactive; GPR55 LPI antagonism: 16%; T cell HTS vesicle-bound %: 26; NTR1 agonist cell count 20 µM: 52; Myeloid diff 2 GFP+ MAC1+ %: 0.0

What do the screens show for `COc1ccc[nH]c1=O`?
NTR1 agonist: 0.5; Myeloid diff 2: inactive; GPR55 beta-arrestin: 0.1%; NOD1 inhibition: -8%; KOR beta-arrestin-1: -1.9%; HEK293 NOD2/NF-kB: 6%; KOR beta-arrestin-2: -1%; T cell HTS: inactive; GPR55 LPI antagonism: 0%; T cell HTS vesicle-bound %: 26; NTR1 agonist cell count 20 µM: 42; Myeloid diff 2 GFP+ MAC1+ %: 7.0

What do the screens show for `O=C(CNC(=O)c1ccccc1)OCC(=O)c1cccs1`?
NTR1 agonist: 1.4; Myeloid diff 2: inactive; GPR55 beta-arrestin: -0.2%; NOD1 inhibition: -13%; KOR beta-arrestin-1: -4.3%; HEK293 NOD2/NF-kB: 10%; KOR beta-arrestin-2: 19%; T cell HTS: inactive; GPR55 LPI antagonism: -2%; T cell HTS vesicle-bound %: 26; NTR1 agonist cell count 20 µM: 49; Myeloid diff 2 GFP+ MAC1+ %: 1.7

How did CCCNc1nc2c(c(=O)[nH]c(=O)n2C)n1CCc1ccccc1 do in these assays?
NTR1 agonist: -3.1; Myeloid diff 2: inactive; GPR55 beta-arrestin: -0.1%; NOD1 inhibition: -15%; KOR beta-arrestin-1: -5.0%; HEK293 NOD2/NF-kB: 11%; KOR beta-arrestin-2: 26%; T cell HTS: inactive; GPR55 LPI antagonism: 3%; T cell HTS vesicle-bound %: 49; NTR1 agonist cell count 20 µM: 93; Myeloid diff 2 GFP+ MAC1+ %: 2.9

What do the screens show for `CCN(CC)S(=O)(=O)c1ccc(N2CCOCC2)c(NC(=O)Cc2ccccc2)c1`?
NTR1 agonist: 1.1; Myeloid diff 2: inactive; GPR55 beta-arrestin: 1.0%; NOD1 inhibition: -16%; KOR beta-arrestin-1: -2.3%; HEK293 NOD2/NF-kB: 15%; KOR beta-arrestin-2: 4%; T cell HTS: inactive; GPR55 LPI antagonism: 6%; T cell HTS vesicle-bound %: 44; NTR1 agonist cell count 20 µM: 52; Myeloid diff 2 GFP+ MAC1+ %: 2.4

How did CN1CCCN(C(=O)c2cc(-c3ccc(Cl)c(Cl)c3Cl)nc3ccccc23)CC1 do in these assays?
NTR1 agonist: 7.3; Myeloid diff 2: inactive; GPR55 beta-arrestin: -0.3%; NOD1 inhibition: -13%; KOR beta-arrestin-1: -1.5%; HEK293 NOD2/NF-kB: -3%; KOR beta-arrestin-2: -31%; T cell HTS: inactive; GPR55 LPI antagonism: 13%; T cell HTS vesicle-bound %: 20; NTR1 agonist cell count 20 µM: 46; Myeloid diff 2 GFP+ MAC1+ %: 0.1

Results for O=C(CS(=O)c1ccc(C(F)(F)F)cc1[N+](=O)[O-])Oc1ccccc1 (stereo unspecified) ?
NTR1 agonist: 15; Myeloid diff 2: inactive; GPR55 beta-arrestin: 6.6%; NOD1 inhibition: 21%; KOR beta-arrestin-1: 4.9%; HEK293 NOD2/NF-kB: -10%; KOR beta-arrestin-2: 9%; T cell HTS: inactive; GPR55 LPI antagonism: 16%; T cell HTS vesicle-bound %: 55; NTR1 agonist cell count 20 µM: 84; Myeloid diff 2 GFP+ MAC1+ %: 1.5
